# yeast mlh1 rad18: NCI yeast anticancer drug screen, S. cerevisiae mlh1 rad18 strain. AID 175. 79,000 compounds, 11% hits. % growth inhibition at 50 µM;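 further: 0% = growth of vehicle-only cultures of the same strain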
#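 In this whole-cell yeast screen, a strain with altered DNA damage repair is challenged with compound, and its growth is measured against matched vehicle-treated controls.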
# mec2-1: NCI yeast anticancer drug screen, S. cerevisiae mec2-1 strain; AID 157; % growth inhibition at 50 µM; 79,000 compounds, 9% hits;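 further: 0% = growth of vehicle-only cultures of the same strain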
#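 Mutant yeast (mec2-1) grown with compound; growth inhibition relative to vehicle control reported.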
# yeast cln2 rad14: NCI yeast anticancer drug screen, S. cerevisiae cln2 rad14 strain | 78,000 compounds, 8.3% hits | growth inhibition, % at 50 µM;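 further: 0% = growth of vehicle-only cultures of the same strain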
#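 Compounds are applied to the cln2 rad14 yeast strain, and growth is then compared with that of vehicle-treated cultures to give inhibition.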
# sgs1 mgt1: NCI yeast anticancer drug screen, S. cerevisiae sgs1 mgt1 strain. 78,000 compounds, 10% hits. growth inhibition, % at 50 µM. AID 161;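 further: 0% = growth of vehicle-only cultures of the same strain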
#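 Growth of a repair-deficient yeast mutant was monitored after compound treatment and expressed as inhibition relative to vehicle-treated cultures.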
# yeast rad50: NCI yeast anticancer drug screen, S. cerevisiae rad50 strain | % growth inhibition at 50 µM | 79,000 compounds, 10% hits | AID 155;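 further: 0% = growth of vehicle-only cultures of the same strain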
#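 Cells are treated with compound, grown, and their growth is then scored against vehicle-only cultures of the same repair-deficient yeast strain.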
# bub3: NCI yeast anticancer drug screen, S. cerevisiae bub3 mutant strain; growth inhibition, % at 50 µM; 78,000 compounds, 9.9% hits;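 further: 0% = growth of vehicle-only cultures of the same strain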
#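 Readout: yeast growth inhibition, expressed relative to vehicle-only wells. The test organism is a mutant strain from a panel with lesions in DNA repair or checkpoint genes.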
# * = called active by the depositor; x = not tested or not shown. No stated cut-off is given here; in the data, active means growth inhibition above about 70%; inactive means the rest.
1. CC1(C)CC(=O)C(C(c2ccccc2)C2C(=O)CC(C)(C)CC2=O)C(=O)C1
2. Fc1ccccc1-c1nn2c(C34CC5CC(CC(C5)C3)C4)nnc2s1
3. CC(=O)Oc1ccc(OC(C)=O)cc1
4. Cc1ccc(NC(N)=O)cc1
5. N#Cc1c(-c2ccc(Cl)cc2)c(-c2ccc(Cl)cc2)nn(CCOC(=O)CCC(=O)O)c1=O
6. Cc1ccc(C(=O)OCc2ccccc2CN(C)C)cc1

entry no.	1	2	3	4	5	6
yeast mlh1 rad18	7	-52	30	-6	87*	23
mec2-1	-9	-33	5	-44	89*	23
yeast cln2 rad14	3	-14	-5	11	85*	22
sgs1 mgt1	2	-30	-31	-24	78*	28
yeast rad50	4	6	12	-34	89*	17
bub3	6	-12	-23	-1	84*	15

7. O=C1CCCC1CN1CCCC1 (centres undefined)
8. O=C(Cl)C(c1ccccc1)N1C(=O)c2ccccc2C1=O (centres undefined)
9. COC(=O)/C=C/c1c(=O)c(C(=O)OC)cn2cnc3nc[nH]c3c12
10. O=C(COc1ccccc1)OCCCO
11. O=C1/C(=C/c2ccc(O)cc2)CCc2ccccc21
12. NNC(=O)CCC(=O)O

entry no.	7	8	9	10	11	12
yeast mlh1 rad18	-1	1	-6	-4	-34	-16
mec2-1	-49	2	2	9	-6	0
yeast cln2 rad14	24	-39	-13	11	3	-4
sgs1 mgt1	-3	0	-21	9	-2	2
yeast rad50	8	7	-14	10	-22	1
bub3	7	-4	-6	0	12	13

13. C=CCOC(=O)OCCOC(=O)OCC=C
14. COC(=O)C1(CC(=O)c2ccccc2)NC(=S)NC(=O)C1C#N (centres undefined)
15. CC(C)(C)COC(=O)C(C)(C)C
16. OC1CCN(c2c3ccccc3nc3ccccc23)CC1
17. O=c1[nH]cc(N(CCO)CCO)c(=O)[nH]1
18. O=C(c1ccc(OC(=O)c2ccccc2O)cc1)c1ccc(OC(=O)c2ccccc2O)cc1

entry no.	13	14	15	16	17	18
yeast mlh1 rad18	-2	-3	2	15	-1	16
mec2-1	-5	-14	-20	11	5	7
yeast cln2 rad14	-2	-16	12	37	1	-100
sgs1 mgt1	-2	-24	-14	3	-6	29
yeast rad50	6	2	-21	12	0	28
bub3	24	-34	-3	6	-1	8

19. Nn1c(Cc2ccccc2)n[nH]c1=O
20. O=NC1CC=CC1Cl (centres undefined)
21. CS/C(=N/N=C(\C)c1ccccn1)[Se][Se]/C(=N/N=C(\C)c1ccccn1)SC
22. Clc1ccc2[nH]c3c(c2c1)CCCC3
23. Nc1cc(=O)n(Cc2ccco2)c(=S)[nH]1
24. OCCN1OCCCC1c1ccccc1 (centres undefined)

entry no.	19	20	21	22	23	24
yeast mlh1 rad18	-14	22	31	29	-8	0
mec2-1	-13	0	-1	0	-17	-14
yeast cln2 rad14	7	10	29	2	3	-28
sgs1 mgt1	12	1	16	28	9	1
yeast rad50	10	19	16	11	20	-1
bub3	-9	-8	-2	3	-8	-31

25. Cc1cc([N+](=O)[O-])c2nnnn2c1
26. Cc1cc(=O)[nH]c(NNC(=S)Nc2ccccc2)n1
27. NC(=O)CNC(=O)c1ccc(N)cc1
28. COC(=O)c1ccc(OC(=O)Nc2cccc(C(C)=O)c2)cc1
29. COc1nc2ccc(COc3ccc(C(=O)NC(CCC(=O)O)C(=O)O)cc3)cc2nc1OC (centres undefined)
30. O=C(CCSC(=S)Nc1ccc(Cl)cc1)NNc1ccccc1

entry no.	25	26	27	28	29	30
yeast mlh1 rad18	34	-8	18	35	-12	18
mec2-1	1	-14	8	15	-32	-25
yeast cln2 rad14	-10	10	16	-9	-48	-30
sgs1 mgt1	-15	-15	11	11	-2	-1
yeast rad50	-2	20	17	14	-3	2
bub3	22	8	1	13	-17	7

31. OCC1OC(n2c(SCc3ccccc3)nc3ccccc32)C(O)C1O (centres undefined)
32. O=C1N(O)C2(CCCC(O)C2O)C(=O)C12CCCCC2 (centres undefined)
33. Nc1ccc(C(=O)Oc2cccccc2=O)cc1
34. CCOc1ccn(CC(=O)N2CCOCC2)c(=O)n1
35. COc1ccc(C(=O)/C=C/c2cc(C(C)(C)C)c(O)c(C(C)(C)C)c2)cc1
36. Cc1ccc2nc(C)cc(N=[N+]=[N-])c2c1

entry no.	31	32	33	34	35	36
yeast mlh1 rad18	0	-11	95*	7	18	-12
mec2-1	1	9	43	8	-1	-22
yeast cln2 rad14	-12	-1	16	-5	25	-59
sgs1 mgt1	-9	-7	92*	-6	15	-17
yeast rad50	-4	3	82*	-6	17	-36
bub3	6	-8	77*	-3	8	-2

37. O=[N+]([O-])c1ccc(CCCl)c(CCl)c1
38. CN1CCC(n2[nH]c(-c3ccccc3)c(Cc3ccccc3)c2=O)CC1
39. CCc1cc(C(=O)OC/C(C)=N/O)c2ccccc2n1
40. COc1ccc(C(=O)CC(=O)c2ccccc2)cc1
41. CC(=O)CC(=O)NCCN1CCN=C1C
42. Cc1ccc(C)c(NC(=O)CCC(=O)C(C#N)c2cccc3ccccc23)c1 (centres undefined)

entry no.	37	38	39	40	41	42
yeast mlh1 rad18	89*	6	-23	14	22	21
mec2-1	99*	-41	-1	18	15	14
yeast cln2 rad14	96*	11	-18	-17	6	-24
sgs1 mgt1	91*	-13	-10	20	13	16
yeast rad50	97*	3	-19	-6	34	-25
bub3	90*	-15	30	80*	26	10

43. CCN(CC)[Si](C)(C)N(CC)CC
44. Cc1nc(-n2nc(-c3ccccc3)cc2-c2ccccc2)sc1C(=O)/C=C/c1ccc(/C=C/C(=O)c2sc(-n3nc(-c4ccccc4)cc3-c3ccccc3)nc2C)cc1
45. CC1(CCl)Nc2ccccc2C(=O)N1c1ccccc1 (centres undefined)
46. COc1ccc2nccnc2c1
47. CN(C)C1Cc2ccccc2C1OC(=O)c1ccccc1 (centres undefined)
48. CC(C)=CCC1=C(O)c2ccccc2C(=O)C1=O

entry no.	43	44	45	46	47	48
yeast mlh1 rad18	8	-28	8	12	37	13
mec2-1	-24	-1	-6	10	20	5
yeast cln2 rad14	-41	-4	4	1	22	0
sgs1 mgt1	-1	-11	16	-14	11	14
yeast rad50	-20	-31	7	-2	27	17
bub3	-4	6	28	2	15	-4

49. CC1(C)CC(=O)C2=C(C1)OC1=C(CC(C)(C)CC1=O)C2c1ccccc1[N+](=O)[O-] (centres undefined)
50. CCC(C)COC(=O)Nc1cccc(Cl)c1 (centres undefined)
51. CCN1CCCC(SC(=O)C(O)(c2ccccc2)c2ccccc2)C1 (centres undefined)
52. O=C1c2cccc3cccc(c23)C(=O)N1CCCN(CCO)CCO
53. Cc1cc2cc(C)c3cccc(C)c3c2c2c(C)cccc12
54. O=C(O)c1ccc(-c2ccc(O)cc2)cc1

entry no.	49	50	51	52	53	54
yeast mlh1 rad18	-17	98*	0	14	-6	9
mec2-1	-13	98*	-6	4	9	6
yeast cln2 rad14	-7	98*	-15	8	31	-34
sgs1 mgt1	-14	99*	-22	-4	7	2
yeast rad50	-22	99*	-17	-1	5	11
bub3	-18	99*	-4	-8	31	-7

55. CCCCCCCCC(=O)O (tested in a mixture with another compound)
56. CCCCOP(=O)(OCCCC)C(c1ccccc1)(c1ccccc1)c1ccccc1
57. ON=C(C(Cl)(Cl)Cl)C(Cl)(Cl)Cl
58. CCOC(CCl)(NC(C)=O)C(=O)OC (centres undefined)
59. O=C(Cc1ccccc1)Nc1c(Br)cc(Br)cc1Br
60. COc1ccc(/C=C(\C(C)=O)C(=O)Nc2ccccc2)cc1

entry no.	55	56	57	58	59	60
yeast mlh1 rad18	29	60	-30	-8	20	25
mec2-1	7	42	-26	-10	-8	16
yeast cln2 rad14	13	43	5	-9	-10	39
sgs1 mgt1	10	50	-8	-10	2	22
yeast rad50	2	49	-17	0	-1	21
bub3	3	6	-12	4	-3	6

61. CCCCCC(C(=O)O)C(=O)O
62. Cc1ccc(-c2cnc3c(n2)c(=O)[nH]c(=O)n3C)cc1
63. O=c1cc(-c2ccccc2)oc2ccc(Cl)cc12
64. CC(=O)OCC1OC(n2cnc3c(Cl)nc(Cl)nc32)CC1OC(C)=O (centres undefined)
65. O=C(O)/C(=C\c1ccccc1)c1ccccc1
66. C1CN(c2nnc(N3CCC3)nn2)C1

entry no.	61	62	63	64	65	66
yeast mlh1 rad18	-1	36	-10	35	22	16
mec2-1	1	19	2	21	8	3
yeast cln2 rad14	-40	14	11	30	0	0
sgs1 mgt1	-1	20	20	24	-1	-4
yeast rad50	-6	30	3	37	17	20
bub3	1	17	11	5	-35	8

67. O=C(O)/C=C/C(=O)NNc1nc2ccccc2s1
68. O=[N+]([O-])c1ccc2cccc3c2c1CC3
69. COc1ccc(C(=O)NCC(C)C)cc1
70. Cc1ccc(N=Nc2c(C)c(C#N)c(=S)n(C3OC(CO)C(O)C(O)C3O)c2C)cc1 (centres undefined)
71. COc1cc(-c2cc(C(=O)O)c3cc4ccccc4cc3n2)cc(OC)c1OC
72. O=C1c2cn[nH]c2C(c2ccccc2)N1c1ccccc1 (centres undefined)

entry no.	67	68	69	70	71	72
yeast mlh1 rad18	70*	23	-14	32	15	39
mec2-1	-5	18	-8	8	14	7
yeast cln2 rad14	23	-19	2	30	x	24
sgs1 mgt1	50	2	2	65	x	23
yeast rad50	23	24	6	-11	1	44
bub3	-13	9	-6	2	x	28

73. CCC1CCC(=O)NC1=O (centres undefined)
74. O=c1[nH]c2ccc([N+](=O)[O-])c(Cl)c2c2ccccc12
75. CC1=CCCC(C)(C)C1/C=C\C(C)=N\Nc1ccc([N+](=O)[O-])cc1[N+](=O)[O-] (centres undefined)
76. CCCCCCCCCCCCCCCCNc1nc(=O)n(C2CC(O)C(COP(=O)(O)OC3CC(n4cc(F)c(=O)[nH]c4=O)OC3CO)O2)cc1F (centres undefined)
77. Clc1c(Cl)c(Cl)c(CSc2nc3ccccc3s2)c(Cl)c1Cl
78. COC(=O)c1c[nH]c(=S)n1Cc1ccccc1

entry no.	73	74	75	76	77	78
yeast mlh1 rad18	2	40	6	-32	11	16
mec2-1	-1	12	-3	-6	3	-16
yeast cln2 rad14	-8	-47	-34	1	12	6
sgs1 mgt1	12	9	-12	-26	22	9
yeast rad50	-10	9	1	-2	23	31
bub3	-10	1	0	-43	9	21

# Among those listed so far, nine contain a COOH group.
5. N#Cc1c(-c2ccc(Cl)cc2)c(-c2ccc(Cl)cc2)nn(CCOC(=O)CCC(=O)O)c1=O
12. NNC(=O)CCC(=O)O
29. COc1nc2ccc(COc3ccc(C(=O)NC(CCC(=O)O)C(=O)O)cc3)cc2nc1OC (centres undefined)
54. O=C(O)c1ccc(-c2ccc(O)cc2)cc1
55. CCCCCCCCC(=O)O (tested in a mixture with another compound)
61. CCCCCC(C(=O)O)C(=O)O
65. O=C(O)/C(=C\c1ccccc1)c1ccccc1
67. O=C(O)/C=C/C(=O)NNc1nc2ccccc2s1

entry no.	5	12	29	54	55	61	65	67
yeast mlh1 rad18	87*	-16	-12	9	29	-1	22	70*
mec2-1	89*	0	-32	6	7	1	8	-5
yeast cln2 rad14	85*	-4	-48	-34	13	-40	0	23
sgs1 mgt1	78*	2	-2	2	10	-1	-1	50
yeast rad50	89*	1	-3	11	2	-6	17	23
bub3	84*	13	-17	-7	3	1	-35	-13

71. COc1cc(-c2cc(C(=O)O)c3cc4ccccc4cc3n2)cc(OC)c1OC

entry no.	71
yeast mlh1 rad18	15
mec2-1	14
yeast cln2 rad14	x
sgs1 mgt1	x
yeast rad50	1
bub3	x

# (list continues)
79. Clc1ccc(Cc2ccc(Br)cc2)cc1
80. COc1ccc(OC(=O)Nc2ccccc2[N+](=O)[O-])cc1
81. CC(C)(C)OC(=O)C(N)Cc1ccccc1 (centres undefined)
82. CC1OC(Sc2ncc[nH]2)C(O)C(O)C1O (centres undefined)
83. CCCCCCCCCCCCCCCCc1c(C(=O)OC)[nH]c(=S)[nH]c1=O
84. N#C[C@H](c1ccccn1)c1nc2ccccc2nc1Cl

entry no.	79	80	81	82	83	84
yeast mlh1 rad18	13	-9	-23	-20	-11	10
mec2-1	-10	3	-7	-8	-18	4
yeast cln2 rad14	2	2	0	26	-3	13
sgs1 mgt1	39	-1	21	-9	-22	20
yeast rad50	44	-15	-6	9	-49	22
bub3	49	-10	3	7	-29	8

85. CC(C)=CCCC(=O)C(c1nc2n(c1O)C(=N)N=N2)c1nc2n(c1O)C(=N)N=N2 (centres undefined)
86. Nc1nnc2cc(Br)ccc2n1
87. CC(C#N)NC(=O)NC(C)C(N)=O (centres undefined)
88. CC(C)NC(=O)C(C(C)C)C(C)C

entry no.	85	86	87	88
yeast mlh1 rad18	21	4	-28	-12
mec2-1	8	-3	6	22
yeast cln2 rad14	8	14	-48	21
sgs1 mgt1	2	18	-5	14
yeast rad50	12	-6	4	33
bub3	6	20	8	22

# Screening data as filed in PubChem.
